D1 antag: antagonists of human D1 dopamine receptor; AID 504652; HEK293 TREx D1 cells, calcium flux, dopamine EC80; hits give low values; hit rate 3.2% among 360,000; activity change, negative = inhibition, % at 10 µM; P21728; in the data active means activity change below about -30%; further: on the % scale 0 is the no-effect control and ±100 the full control effect
Target sequence (P21728 whole entry, looked up): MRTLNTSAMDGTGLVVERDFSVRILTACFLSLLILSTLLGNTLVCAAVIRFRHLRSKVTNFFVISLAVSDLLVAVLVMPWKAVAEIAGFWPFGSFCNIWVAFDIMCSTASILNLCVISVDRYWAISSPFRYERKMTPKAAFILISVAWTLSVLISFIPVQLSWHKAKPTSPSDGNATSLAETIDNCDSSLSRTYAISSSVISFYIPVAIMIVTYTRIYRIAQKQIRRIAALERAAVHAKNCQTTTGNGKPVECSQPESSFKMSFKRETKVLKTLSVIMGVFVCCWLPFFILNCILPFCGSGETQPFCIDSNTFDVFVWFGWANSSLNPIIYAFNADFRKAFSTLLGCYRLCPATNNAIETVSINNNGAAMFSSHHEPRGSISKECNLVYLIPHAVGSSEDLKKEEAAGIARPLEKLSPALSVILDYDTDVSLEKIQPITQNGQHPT
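Compound effects on dopamine-evoked calcium signalling were measured in tetracycline-induced HEK293 Trex D1 cells. Dopamine at EC80 followed a 180 s compound pre-read, and fluorescence was tracked kinetically for 180 s more.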
D1 PAM: human D1 dopamine receptor positive modulation. P21728. HEK293 TREx D1 cells, calcium flux, dopamine EC20 potentiation. potentiation, % at 10 µM. hit rate 0.036% among 360,000. AID 504651; in the data active means potentiation above about 30%; further: 0% is about no effect
D2 potentiator: positively modulates the human D2 dopamine receptor allosterically | P14416 | HEK293 T-REx D2, calcium flux, EC20 dopamine potentiation | potentiation, % at 10 µM | hit rate 0.34% among 340,000 | AID 485347;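 active means potentiation over 3 SD above the plate norm, cut at about 30% in these data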; further: 0% is about no effect
Target sequence (P14416 whole entry, looked up): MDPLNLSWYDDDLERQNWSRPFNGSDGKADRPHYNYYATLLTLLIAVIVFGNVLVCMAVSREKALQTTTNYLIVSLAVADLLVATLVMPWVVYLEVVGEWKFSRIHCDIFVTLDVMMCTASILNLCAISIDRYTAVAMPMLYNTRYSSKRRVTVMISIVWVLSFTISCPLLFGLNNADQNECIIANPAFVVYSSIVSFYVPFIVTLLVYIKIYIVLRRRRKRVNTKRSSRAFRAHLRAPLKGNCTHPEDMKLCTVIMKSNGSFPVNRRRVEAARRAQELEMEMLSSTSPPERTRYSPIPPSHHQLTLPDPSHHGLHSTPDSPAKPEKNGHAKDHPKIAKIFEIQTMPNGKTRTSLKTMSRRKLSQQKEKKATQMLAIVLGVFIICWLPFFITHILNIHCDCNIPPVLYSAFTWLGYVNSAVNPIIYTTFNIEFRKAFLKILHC
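Tetracycline-induced HEK293 T-REx cells force-coupled to calcium signalling expressed D2; compounds were pin-added after a 10 s baseline, read kinetically 180 s, then an EC20 dopamine challenge followed with a further 180 s calcium read.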
D1 agonist: human D1 receptor agonism | P21728 | HEK293 T-REx D1 cells, calcium flux, agonist mode | activation, % at 2 µM | hit rate 1% among 360,000; in the data active means activation above about 30%; further: 0% is about no effect
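Tetracycline-induced HEK293 TREx D1 cells, force-coupled to calcium signalling, were dye-loaded with a no-wash calcium kit. Compound was pin-added after a 10 s baseline. Fluorescence was read kinetically at 1 cycle/s for 180 s, with calcium rises flagged as agonism.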
TRHR ag: agonists of human TRH receptor. hit rate 0.18% among 360,000. activation, % at 2 µM. P34981. TRHR cells, calcium flux fluo-8, FDSS agonist mode; in the data active means activation above about 30%; further: 0% is about no effect
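TRHR-expressing cells, plated overnight in medium with 10% serum, were loaded with fluo-8 calcium dye at room temperature. After a 10 s baseline, library compound was pin-added and calcium release was recorded kinetically (ex 480/em 530) as agonist response.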
RXFP1 antagonist: RXFP1 (human) relaxin receptor antagonism | activity change, negative = inhibition, % at 57.5 µM | hit rate 0.59% among 350,000 | HEK293-RXFP1, relaxin-stimulated cAMP HTRF, 30 min; hits give low values | AID 1259400 | Q9HBX9;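 active means activity change of -60% or lower, but not beyond a set lower limit; inconclusive means change between -60% and -40%, or beyond the set limit; inactive means change above -40%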; further: on the % scale 0 is the no-effect control and ±100 the full control effect
RXFP1 ag: agonists of human relaxin receptor RXFP1 | hit rate 0.3% among 370,000 | Q9HBX9 | HEK293T-RXFP1 cAMP TR-FRET, 30 min; response scale: percent of porcine relaxin response, buffer zero | Potency, µM (top dose mostly 57.5 µM), for the others: at the top dose activation, usual class: activators | AID 2676; further: potency means the concentration at half of the fitted maximal effect; on the % scale 0 is the no-effect control and ±100 the full control effect; nearly all actives have a fitted effect of over 60% in size; many of its hits are not listed in these tables
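HEK293 cells stably expressing RXFP1, treated 30 min at 37C with compounds plus PDE4 inhibitor Ro 20174; cAMP measured by HTRF TR-FRET. Normalized to buffer and 29 nM porcine relaxin; EC50 by Hill fit.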
Anesthetic bind: binds horse apoferritin like a general anesthetic. P02791. apoferritin/1-aminoanthracene competitive binding, fluorescence. Potency, µM (top dose mostly 77.5 µM), without a hit: top-dose activity change, negative = displacement, hits mostly inhibitors. hit rate 0.074% among 350,000; further: potency means the concentration at half of the fitted maximal effect; on the % scale 0 is the no-effect control and ±100 the full control effect; nearly all actives have a fitted effect of over 20% in size
Target sequence (P02791 2-175 limits assumed): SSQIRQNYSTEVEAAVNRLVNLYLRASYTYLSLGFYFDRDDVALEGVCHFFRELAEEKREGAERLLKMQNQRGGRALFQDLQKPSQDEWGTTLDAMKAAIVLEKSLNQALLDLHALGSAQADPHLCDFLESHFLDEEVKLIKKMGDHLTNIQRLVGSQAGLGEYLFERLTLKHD
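Read-out: endpoint 1-AMA fluorescence, excitation 380 nm and emission 535 nm, after compounds sit 10 min at room temperature with 10 uM horse-spleen apoferritin in 50% saturated 1-AMA/PBS. Values come from four-parameter Hill fits.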
TRHR enhancer: TRH receptor (human) allosteric enhancement. P34981. TRHR cells, fluo-8 calcium fluorescence, EC20 TRH enhancement. enhancement, % at 2 µM. hit rate 0.66% among 360,000. AID 493056; in the data active means enhancement above about 30%; further: 0% is about no effect
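Enhancer read-out: after compound pinning and an initial kinetic agonist-mode read, an EC20 of TRH (10 nM final) was injected and fluo-8 calcium signal (Ex 480/Em 530) followed at 1 s/cycle for 100 cycles in TRHR-expressing cells.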
* marks the source's active call; other numbers are inactive results; ? = inconclusive; nt = no result given; [ ] = another dose, or the depositor's remark. Unless noted, the call rests on the fitted dose curve; in most records, active means well fitted curve in the direction sought with a large enough effect; inconclusive means small, poorly fitted or top-dose-only effect, or another doubt; inactive means no such curve, though single readings can be large; an effect the other way counts as inactive or inconclusive. Not all compounds are listed; count on the stated rates, not on these rows.

The first 2 records, ahead of the listing:
SMILES	D1 antag	D1 PAM	D2 potentiator	D1 agonist	TRHR ag	RXFP1 antagonist	RXFP1 ag	Anesthetic bind	TRHR enhancer
COc1ccc(N2CCN(C(=O)c3ccc(CS(=O)Cc4ccc(C)cc4)o3)CC2)cc1 (centres undefined)	-5	12	-5	0	0.0	-6	-0.1%	5%	3
O=C(Nc1cnc2ccccc2c1)c1cccnc1	-3	-4	-4	1	0.3	nt	1.4%	0%	16

This part in full, from the start:
SMILES	D1 antag	D1 PAM	D2 potentiator	D1 agonist	TRHR ag	RXFP1 antagonist	RXFP1 ag	Anesthetic bind	TRHR enhancer
COc1ccc(N2CCN(C(=O)c3ccc(CS(=O)Cc4ccc(C)cc4)o3)CC2)cc1 (centres undefined)	-5	12	-5	0	0.0	-6	-0.1%	5%	3
O=C(Nc1cnc2ccccc2c1)c1cccnc1	-3	-4	-4	1	0.3	nt	1.4%	0%	16
O=C(CC1C(=O)NCCN1Cc1cccc(C(F)(F)F)c1)NC1CCCCCC1 (centres undefined)	6	2	10	1	-0.2	-16	-0.9%	?	9
CC1=CCC2C(=O)N(c3cccc(C(=O)Nc4ccccc4Cl)c3)C(=O)C2C1 (centres undefined)	-8	-7	9	5	-1.3	-6	1.4%	?	-5
Cc1onc(-c2c(F)cccc2Cl)c1C(=O)NC1CCSC1=O (centres undefined)	1	-2	12	2	-0.4	6	-1.1%	-5%	2
COc1cccc(C(=O)NC2=NCCS2)c1	0	2	-11	1	1.2	-3	0.4%	-12%	1
COc1cc(OC)cc(C(=O)N[C@H](C(=O)Nc2nc(-c3cc(OC)ccc3OC)cs2)C(C)C)c1	-3	-3	3	4	0.7	-5	-1.3%	4%	7
CCOc1ccccc1NC(=S)N1CCN(c2ccccc2F)CC1	-13	-4	-2	4	-1.0	-2	0.8%	-11%	3
COc1cc2nc(=S)n3[nH]c(COc4ccccc4C)nc3c2cc1OC	-8	-7	2	0	-0.4	nt	0.1%	-1%	3
CN1C(=O)C2(c3ccccc31)N(c1ccc(Br)cc1)C(=O)CS2(=O)=O (centres undefined)	-8	8	6	4	-0.3	nt	1.6%	-2%	18
CC(C)(C)NS(=O)(=O)c1ccc(CCC(=O)NCc2ccco2)cc1	-10	0	10	3	0.3	15	1.5%	-10%	10
O=C(Cn1cnc2ccccc2c1=O)Nc1nnc(SCc2ccccc2)s1	9	0	-5	2	-0.1	-25	-3.0%	?	-6
CCOC(=O)C(C)CC(C)C(=O)N1CCOCCOCCN(C(=O)C(C)CC(C)C(=O)OCC)CCOCC1 (centres undefined)	-3	-2	5	1	0.6	4	-5.1%	-16%	-7
CCc1ccc(N(C)S(=O)(=O)c2ccc3[nH]cc(C(=O)NCCN4CCOCC4)c(=O)c3c2)cc1	3	-3	3	4	1.7	2	-0.8%	-13%	0
COc1ccc(CCC(=O)NC(C)c2ccccc2)cc1OC (centres undefined)	6	-10	-4	1	0.0	1	3.8%	32%[activator]	20
CC1(C)Cc2c(cnn2-c2ccccc2)C(=O)/C1=N\NC(=O)c1ccccc1	-13	-3	0	1	-0.1	-1	0.6%	-8%	-1
Cc1ccc(NC(=O)C2C3C=CC(O3)C2C(=O)O)c(C)c1 (centres undefined)	-14	-4	-4	2	0.0	-8	0.0%	-6%	0
CCOC(=O)CN1C(=O)C2Cc3ccccc3CN2C1=S (centres undefined)	-1	-9	6	4	-2.7	3	-2.0%	?	-5
C=CCNc1nc(Nc2ccc([N+](=O)[O-])cc2)nc(OC)n1	-7	-7	4	-3	-0.2	-5	-0.4%	-4%	-6
CCCCN(C)C(=O)c1ccc2c(c1)N(CC)C(=O)c1ccccc1S2=O (centres undefined)	-1	-4	1	1	-0.4	-5	-1.2%	-10%	1
COc1ccc(CCn2c(C3CCCCC3)nc3c(c(=O)c4ccccc4n3C)c2=O)cc1OC	11	5	-4	4	-0.8	-32	-0.3%	4%	-5
CCS(=O)(=O)N1CCN(C2Cc3ccccc3C2)CC1	-8	5	7	2	-0.1	-6	-0.2%	3%	-7
COc1cccc(CNCc2ccccc2OC)c1	4	4	9	3	0.4	14	0.5%	-6%	-2
COc1ccc(C(=O)NC2CC2)cc1OC1CCN(Cc2cc(C)c(C)cc2C)CC1	-86*	-16	-20	1	-0.3	-4	-3.5%	-6%	12
Cc1c(C(=O)OC2CCCCC2)[nH]c2c1C(=O)CC(c1ccccc1Cl)C2 (centres undefined)	9	-3	nt	3	0.5	-19	?	-7%	3

A draw from above in order of molecular weight, ascending.
SMILES	D1 antag	D1 PAM	D2 potentiator	D1 agonist	TRHR ag	RXFP1 antagonist	RXFP1 ag	Anesthetic bind	TRHR enhancer
COc1cccc(C(=O)NC2=NCCS2)c1	0	2	-11	1	1.2	-3	0.4%	-12%	1
COc1cccc(CNCc2ccccc2OC)c1	4	4	9	3	0.4	14	0.5%	-6%	-2
COc1ccc(CCC(=O)NC(C)c2ccccc2)cc1OC (centres undefined)	6	-10	-4	1	0.0	1	3.8%	32%[activator]	20
COc1ccc(CCn2c(C3CCCCC3)nc3c(c(=O)c4ccccc4n3C)c2=O)cc1OC	11	5	-4	4	-0.8	-32	-0.3%	4%	-5

Continuation.
SMILES	D1 antag	D1 PAM	D2 potentiator	D1 agonist	TRHR ag	RXFP1 antagonist	RXFP1 ag	Anesthetic bind	TRHR enhancer
C=CCNC(=S)NNC(=O)c1ccccc1OCC	9	3	5	3	-0.3	14	2.7%	-9%	-3
CC(Sc1nnc(C2CC2)n1N)C(=O)NC1CCCCC1C (centres undefined)	-3	-5	-3	3	0.2	-6	1.3%	-1%	2
COc1ccc(-n2c(C)nc3c(cnn3-c3ccc(C)c(C)c3)c2=O)cc1Cl	12	-3	7	5	2.0	nt	-0.8%	24%	-5
CCCCNS(=O)(=O)c1ccc2nc(-c3cccnc3)cc(C(=O)NCCC)c2c1	-2	-5	0	-1	-0.5	6	-1.2%	-16%	-2
O=S(=O)(c1ccc2ncn(O)c2c1)N1CCOCC1	-4	2	6	3	0.3	11	2.0%	-3%	1
CCc1ccccc1OCC(=O)NC1CCCC1	-9	-1	6	1	-0.6	0	0.6%	-12%	7
O/N=C/c1cn(-c2ccccc2)nc1-c1ccc2c(c1)OCCO2	-2	-4	-1	1	0.8	2	0.9%	-9%	3
Cc1oc2cc3c(C(=O)N4CCCCC4)c(C)oc3cc2c1C(=O)N1CCCCC1	-5	-6	14	1	0.9	20	0.4%	-15%	-1
O=C(Nc1nc(-c2ccccn2)cs1)c1cc(Cl)ccc1[N+](=O)[O-]	-1	1	11	4	0.7	?	1.9%	-11%	0
Cc1cc(C)n(-c2ccc(C(=O)Nc3sccc3C(N)=O)cc2)n1	-15	-7	15	0	-0.2	-10	0.8%	-5%	-3
O=C(c1ccc(NC(=S)Nc2ccc(F)cc2F)cc1)N1CCOCC1	-5	-5	-12	2	0.8	-3	-0.2%	-7%	-4
O=C1C=C(c2cccc3c2oc2ccccc23)C[C@@H](c2ccc(F)cc2)C1	nt	-5	12	-1	-0.2	nt	-0.1%	nt	4
Cc1nn(Cc2ccc([N+](=O)[O-])cc2)c(=O)n1N(C)c1ncc(C(F)(F)F)cc1Cl	-29	-4	-10	6	2.2	6	0.3%	?	-4
CN(Cc1ccccc1F)C(=O)c1ccc(NS(=O)(=O)c2ccc3[nH]c(=O)[nH]c3c2)cc1	-1	0	10	1	0.1	1	-1.5%	nt	20
Cc1cccc(Nc2nc(N)nc(CN3CCC(C)CC3)n2)c1C	-4	3	16	-1	0.0	10	-1.7%	-11%	9
CN1CCN(S(=O)(=O)c2ccc3c(c2)OCCO3)CC1	nt	-1	13	11	0.5	-4	-1.5%	-9%	4
COc1ccc(OC)c(CCNC(=O)c2cccc(NC(=O)C3=C(C)OCCS3)c2)c1	1	1	-11	-1	-0.1	-4	2.0%	-14%	4
CC(C)n1cc(CN2CCC(Oc3ccc(C(=O)N4CCCC4)cc3)CC2)cn1	5	-1	nt	-1	0.3	1	1.7%	-6%	1
CC(C)C(=O)Nc1ccc(-c2nc3ncccc3o2)cc1	0	-4	nt	1	-0.3	4	6.3%	6%	-7
COc1ccc(S(=O)(=O)c2c(Nc3ccc(C)cc3C)sc(C(=O)c3ccc(F)cc3)c2N)cc1	-48*	-3	14	88*	6.5	4	2.9%	64%[activator]	-10
O=C(Nc1ccccc1)OCc1cn(-c2ccc(Cl)cc2)nn1	-7	-3	3	-1	-0.1	-3	2.5%	-5%	-4
CC(=O)c1ccc(N2CCN(C(=O)c3cc(-c4ccncc4)nc4ccc(Cl)cc34)CC2)cc1	7	3	-9	4	1.6	-6	-1.1%	-5%	2
CCCCN(C(=O)C1CCN(C(=O)c2ccccc2C)CC1)c1c(N)n(CCC)c(=O)[nH]c1=O	3	0	2	1	0.2	-3	-0.2%	nt	5
Cc1ccc2c(c1)C(=C(C#N)C#N)C(=O)N2CCN1CCOCC1	-10	0	0	1	0.8	nt	0.0%	1%	-5
O=C(Nc1ccc(F)cc1)C1CCCN1S(=O)(=O)c1cccc2nsnc12 (centres undefined)	16	1	19	1	-1.4	-2	2.1%	3%	14
Cc1cc(-c2nnc3n2N=C(c2ccc(F)cc2)CS3)n[nH]1	37	8	11	0	-1.0	-15	2.8%	-7%	3
Cc1ccc(SCCNC(=O)c2ccccc2C)cc1	1	1	-13	2	-1.8	-2	0.4%	-16%	4
CCOCCCNC(=O)c1cc(Cl)c(NC(=O)C2=C(C)OCCS2)cc1OC	-14	-5	3	8	0.1	4	1.1%	1%	-6
S=C(N/N=C/c1ccc2ncccc2c1)Nc1cccnc1	nt	-5	-8	-1	-0.4	-4	-0.7%	-17%	4

Single values from the results shown:
`CCCCN(C(=O)C1CCN(C(=O)c2ccccc2C)CC1)c1c(N)n(CCC)c(=O)[nH]c1=O` in TRHR ag is entered as 0.2
`C=CCNC(=S)NNC(=O)c1ccccc1OCC` in TRHR enhancer is entered as -3
`COc1ccc(S(=O)(=O)c2c(Nc3ccc(C)cc3C)sc(C(=O)c3ccc(F)cc3)c2N)cc1` in TRHR ag is entered as 6.5
`Cc1cccc(Nc2nc(N)nc(CN3CCC(C)CC3)n2)c1C` in D1 antag is entered as -4
